High-throughput results from PubChem.
M. tuberculosis HTS: M. tuberculosis growth inhibition, HTS (AID 449762). M. tuberculosis H37Rv growth inhibition, 7H9 media; higher % means a stronger effect. inhibition, % at 25 µM, or IC50 in µM where a hit was titrated. hit rate 0.59% among 330,000; in the data active means a potency from the dose series; inconclusive means inhibition above about 70% without an active follow-up result;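 further: bacterial growth assessed after seven days of incubation; strong numbers were not always called active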
M. tuberculosis: growth inhibition of non-replicating M. tuberculosis (AID 488890); Mycobacterium tuberculosis non-replicating, growth inhibition; higher % means a stronger effect; one-dose inhibition, % at 25 µM; IC50 in µM for titrated hits; hit rate 0.39% among 320,000; in the data active means a potency from the dose series; inconclusive means inhibition mostly from about 82% at the one dose, without a potency; inactive means the rest, 99 in 100 with inhibition below about 76%;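 further: plate controls were DMSO cells for no effect and high antibiotic wells for full effect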
H1N1 NS1A inhibition: NS1A inhibition, H1N1 influenza, cell based functional assay (AID 504329). inhibition, % at 12.5 µM, or IC50 in µM where a hit was titrated. hit rate 0.3% among 340,000. NS1A functional cell-based assay, percent inhibition; higher % means a stronger effect; in the data active means a potency from the dose series; inconclusive means inhibition above about 27% without an active follow-up result; further: strong numbers were not always called active
PhoP GFP inhibition: Inhibition of PhoP regulon, Salmonella typhi GFP reporter cells, confirmation, 4 h (AID 1850); Salmonella Typhi PhoP-promoter GFP reporter, fluorescence, 4 h; higher % means a stronger effect; one-dose inhibition, % at 50 µM; IC50 in µM for titrated hits; hit rate 0.33% among 310,000; in the data active means a potency from the dose series; inconclusive means inhibition mostly from about 25% at the one dose, without a potency; inactive means the rest, 99 in 100 with inhibition below about 19%;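 further: 0% = induced wells with vehicle and 100% = uninduced wells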
VEEV TC-83 Vero: inhibitors of VEEV TC-83 cytopathic effect, confirmation, Vero cells (AID 588727) | hit rate 0.13% among 350,000 | Vero cells, VEEV TC-83 cytopathic effect inhibition; higher % means a stronger effect | inhibition, % at 20 µM, or IC50 in µM where a hit was titrated; in the data active means a potency from the dose series; inconclusive means inhibition mostly from about 14% at the one dose, without a potency; inactive means the rest, 99 in 100 with inhibition below about 12%; further: strong numbers were not always called active
VEEV TC-83 Vero 10K pilot screen: further read-out of VEEV TC-83 Vero, marked with its call; inhibition, %; measured here: 10K pilot screen inhibition
* = called active by the depositor; i = inactive; u = inconclusive; x = no result given.

SMILES	M. tuberculosis HTS	M. tuberculosis	H1N1 NS1A inhibition	PhoP GFP inhibition	VEEV TC-83 Vero	others
CC(=O)c1cccc(Nc2cc(C)nc3ccc(C)cc23)c1	1%	15%	9%	4%	i
Cc1c(Cl)cccc1NC(=O)CSc1nnc(C)n1CC1CCCO1 (stereo not drawn)	-1%	-1%	-14%	-3%	i
O=C(Nc1ccccc1)c1ccccc1NC(=O)[C@H]1CCCC[C@H]1C(=O)O	0%	10%	-6%	4%	0.7%
Cc1ccc2c(c1)N(CCC(=O)NCc1cccnc1)C(=O)CO2	4%	-1%	5%	3%	0.3%
Cc1cccc(/C=N\Nc2cn[nH]c(=O)c2Cl)c1	2%	10%	-6%	-8%	2.1%
CN(C)S(=O)(=O)N1CCCC(C(=O)c2ccc(C(F)(F)F)cc2)C1 (stereo not drawn)	-1%	55%	3%	2%	0.8%
O=C(CSc1nc(-c2ccc(F)cc2)cs1)Nc1ccccn1	3%	u	5%	-6%	1.1%
Cc1cccc(NC(=O)N2CCN(Cc3ccccc3)CC2)c1	-13%	-5%	-7%	7%	i
O=CN1CCN(C(=O)c2ccc(-c3nc4ccccc4s3)s2)CC1	2%	9%	1%	3%	1.2%
COc1ccc(Cc2nc3ccc(C(=O)NCC4COCCO4)cc3o2)cc1OC (stereo not drawn)	0%	-5%	3%	-2%	2.4%
COC(=O)c1ccc(NC(=O)CSc2nc(=O)n3cccc(C)c3n2)cc1	-6%	-7%	-16%	5%	2.9%
Cc1ccc(N(CC(=O)N2CCCC2)S(C)(=O)=O)cc1C	1%	2%	-7%	-4%	0.3%
O=S1(=O)c2c(Oc3cccc4ccccc34)cccc2OC(COCc2ccccc2)CN1C1CCCC1 (stereo not drawn)	x	x	-2%	x	0.5%
O=C1C=C(N2CCOCC2)C2(CCCCC2)O1	-8%	-10%	-10%	2%	1.5%
COc1ccc(-c2csc3nc(-c4ccccc4F)oc(=O)c23)cc1	-1%	11%	1%	7%	3.7%
COc1ccc(NC(=O)c2ccccc2NS(=O)(=O)c2ccc(CNC(C)=O)cc2)c(OC)c1	-2%	-3%	-9%	13%	i
COCc1nnc(NC(=O)c2ccc(S(=O)(=O)N3CCCC3)cc2)o1	-6%	10%	-8%	-1%	1.6%
c1cncc(-c2nn3cnnc3s2)c1	-6%	-10%	-2%	4%	3.2%
COc1ccccc1NC(=O)C(C(C)C)N1C(=O)c2ccccc2C1=O (stereo not drawn)	0%	-2%	3%	-4%	5.9%
CC1=CC2=NC(=O)CC(C)(C(=O)N(CC(=O)NC(C)(C)C)Cc3ccccc3)N2C=C1 (stereo not drawn)	-1%	-9%	-14%	-18%	0.9%
Cc1ccc(-n2nnnc2SCC(=O)Nc2ccccc2N2CCCCC2)cc1C	8%	18%	-1%	-2%	4.8%
O=C(CSc1nnc(CNC(=O)c2ccc(F)cc2)o1)NCc1ccccc1Cl	2%	51%	-2%	2%	4.8%
Cc1ccc(C(=O)N2CC(C)OC(C)C2)cc1[N+](=O)[O-] (stereo not drawn)	-1%	-2%	5%	7%	0.6%
O=C(N/N=C/C1CC=CCC1)c1cc(Br)ccc1O (stereo not drawn)	0%	65%	-4%	52%	0.1%
O=C(CSc1nc2ccc([N+](=O)[O-])cc2[nH]1)NC1CCCC1	-2%	51%	-4%	-4%	3.1%
CCc1ccccc1NC(=S)N=Nc1c(O)n(C)c2ccc(S(=O)(=O)N3CCOCC3)cc12	-11%	-19%	4%	11%	6.3%
O=C(CSc1nnc(-c2ccccc2Cl)o1)N1CCCC1	-2%	u	4%	13%	1.4%
CC(NC(=O)c1cc(-c2ccc3c(c2)OCO3)nc2ccccc12)C(C)(C)C (stereo not drawn)	-14%	3%	1%	-4%	0.5%
CN(C(=O)c1cc2c(s1)-c1ccccc1S(=O)(=O)C2)c1ccccc1F	-10%	20%	0%	12%	5.8%
CCc1nc2c(c(=O)[nH]1)C1(CCCC1)Cc1ccccc1-2	-2%	-1%	-6%	-6%	i
CC(=O)c1cc2c(cc1NC(=O)c1ccc(C)cc1)OCO2	6%	20%	x	2%	x
CCN1C(=NCc2ccc(OC)cc2)N[C@@H](CCc2ccccc2)[C@H](C(=O)NCc2ccc(OC)cc2)[C@H]1C	u	u	-47%	-3%	i
Cc1cccc(NC(=O)Cn2c(O)c(N=NC(N)=S)c3ccccc32)c1	-5%	-22%	2%	5%	0.3%
O=C(Nc1nc(-c2ccccn2)cs1)C1CC(=O)N(c2ccc3c(c2)OCCO3)C1 (stereo not drawn)	u	40%	14µM*	-2%	2.5%	VEEV TC-83 Vero 10K pilot screen=6.4
Cc1ccc(S(=O)(=O)NC(=O)NN2CCCCCC2)cc1	7%	-6%	-8%	2%	0.5%
O=C(Cn1cnc2c(nnn2-c2ccccc2)c1=O)NCC1CCCO1 (stereo not drawn)	4%	-29%	-5%	-6%	0.3%
COc1ccc(C2CC(c3ccccc3)Nc3nc(NC(=O)c4cccs4)nn32)cc1 (stereo not drawn)	-3%	-2%	7%	-1%	3.5%
CCOc1ccc(S(=O)(=O)c2c[nH]c3ccccc3c2=O)cc1	4%	-9%	-2%	4%	i
COc1ccc(NC(=S)NNC(=O)C(C)n2nc(C)c([N+](=O)[O-])c2C)cc1 (stereo not drawn)	x	x	-1%	2%	i
Cc1ccc(-c2nnn(CC(=O)NC(=O)NC3CCCCC3)n2)cc1	x	x	-5%	x	2.4%
N/C(=N\OC(=O)CCCOc1ccccc1)c1cccc([N+](=O)[O-])c1	u	78%	3%	-6%	0.1%
CCN1CCCC1CNS(=O)(=O)c1ccc(F)c(Cl)c1 (stereo not drawn)	3%	-1%	1%	3%	0.8%
Cc1cccc(-c2cc3c(N=O)c4ccccc4c-3n[nH]2)c1	2%	12%	5%	-3%	2.1%
O=S(=O)(O)c1cccnc1SCc1ccccc1	1%	2%	5%	-3%	i
CCCCNC(=O)[C@H]1N2C(=O)c3c(ccc(OC)c3OC)C2SC1(C)C (stereo partly drawn)	-13%	20%	2%	-7%	0.4%
CCN(C(=O)COC(=O)Cc1coc2cc(C)ccc12)c1c(N)n(Cc2ccccc2)c(=O)[nH]c1=O	-4%	25%	3%	x	4.2%
N#CC1=C(S)N=C(N)C(c2nc(-c3ccccc3)cs2)C12CCCC2 (stereo not drawn)	4%	23%	-3%	-23%	7.4%
Cc1ccc(Oc2ncccc2/C=N/O)cc1	-11%	-12%	-2%	-2%	1.0%

Arranged by molecular weight (rising): part of the list above
SMILES	M. tuberculosis HTS	M. tuberculosis	H1N1 NS1A inhibition	PhoP GFP inhibition	VEEV TC-83 Vero	others
CCOc1ccc(S(=O)(=O)c2c[nH]c3ccccc3c2=O)cc1	4%	-9%	-2%	4%	i
COc1ccc(NC(=S)NNC(=O)C(C)n2nc(C)c([N+](=O)[O-])c2C)cc1 (stereo not drawn)	x	x	-1%	2%	i
COc1ccc(C2CC(c3ccccc3)Nc3nc(NC(=O)c4cccs4)nn32)cc1 (stereo not drawn)	-3%	-2%	7%	-1%	3.5%

Going on with the list.
SMILES	M. tuberculosis HTS	M. tuberculosis	H1N1 NS1A inhibition	PhoP GFP inhibition	VEEV TC-83 Vero	others
COc1ccc([N+](=O)[O-])cc1N(CC(O)CN1CCOCC1)S(=O)(=O)c1ccccc1 (stereo not drawn)	26%	-8%	4%	6%	i
CCOc1ccccc1NC(=O)Cn1c(=O)oc2cc(Cl)ccc21	1%	7%	24%	8%	i
Cc1[nH]c(=O)[nH]c(=O)c1N1CCOCC1	-4%	-3%	1%	2%	2.8%
COC(=O)c1ccc(NC(=O)c2ccc3nsnc3c2)cc1	3%	-9%	14%	4%	1.8%
O=C(Nc1ccccc1N1CCN(C(=O)c2ccc(Cl)cc2)CC1)c1cccc(F)c1	24%	38%	23%	-17%	6.0%
CC(C)(C)c1cc(C(=O)O)n(Cc2ccc(Cl)cc2Cl)n1	-7%	44%	-6%	6%	2.3%
CCCCOc1ccc(C(=O)OCC(=O)N2CCCCCC2)cc1	10%	70%	3%	x	4.5%
COC(=O)c1cc(C(=O)NCc2ccc3c(c2)OCO3)cc([N+](=O)[O-])c1	2%	-1%	1%	-4%	0.7%
CNc1nc(Sc2ccc(C)cc2)cc(C(F)(F)F)n1	-3%	26%	4%	2%	i
CC1(C)CC(NS(=O)(=O)c2ccc(S(N)(=O)=O)cc2)CC(C)(C)N1	2%	-15%	4%	-30%	i
COc1ccc(C(=O)OCC(=O)Nc2ccc(Cl)cn2)cc1	10%	-8%	-7%	-8%	1.2%
COc1ccc(CN2CN(C(C)C)CSC2=S)cc1	u	54%	6%	16%	3.7%
CN1CC=C2C(C#N)=C(N)C(C#N)(C#N)[C@H](c3cccc(Cl)c3)C2C1 (stereo partly drawn)	1%	1%	0%	-4%	1.7%
Cc1nc2c(C)cccc2cc1C(=O)N/N=C/c1ccc(N(C)C)cc1	0%	4%	6%	15%	7.8%
C=CCn1c(C)nc2c(sc3nc4c(cc32)COC(C)(C)C4)c1=O	2%	-7%	-4%	-2%	4.4%
CC(Sc1ccc(Cl)cc1)C(=O)NNC(=O)c1ccco1 (stereo not drawn)	-5%	53%	0%	x	0.9%
O=C(CCCN1C(=O)/C(=C/c2ccccc2Cl)SC1=S)NNC(=O)c1ccc(Cl)cc1	-3%	1%	-8%	-6%	3.6%
CN(CC(=O)N(C)CC(=O)Nc1c(Cl)cccc1Cl)Cc1ccc(Br)s1	1%	27%	-4%	x	3.4%
Clc1ccc(OCCCN2CCCC2)cc1Cl	10%	22%	-4%	93µM*	0.4%
COc1ccc(-n2c(CN3CCN(c4ccccc4)CC3)nc3ccc([N+](=O)[O-])cc3c2=O)c(OC)c1	2%	-6%	28%	-7%	2.6%
Cc1occc1C(=O)Nc1ccc2c(c1)CCC2	-8%	6%	1%	1%	i
Clc1ccc(CSc2ncnc3c2ncn3C2CCCCO2)cc1 (stereo not drawn)	x	x	-6%	x	11%
COc1ccccc1N(CC(=O)NCCSCc1ccccc1Cl)S(C)(=O)=O	4%	-14%	-10%	-4%	i
Cc1cc(C)c(NC(=S)N(C)C)c(C)c1	9%	-2%	13%	0%	i
COc1cccc(C(=O)N2CCOCC2)c1OC	-11%	-7%	-5%	1%	0.1%
Cc1c(C)n2c(SCC(=O)N3CCOCC3)nnc2[nH]c1=O	-4%	15%	-4%	6%	2.2%
COc1ccccc1CN1C(=NC(=O)C2CCCCC2)SC2CS(=O)(=O)CC21 (stereo not drawn)	2%	-2%	8%	2%	1.7%
CCNc1ccc(P(=O)(c2ccccc2)c2ccccc2)cc1	-2%	9%	0%	5%	8.9%
CC1CN(C(=O)CCC(=O)NCc2ccc(Cl)cc2)c2ccccc2O1 (stereo not drawn)	-2%	-13%	20%	1%	0.6%

Of the compounds above, eleven have two or more sulfur atoms.
SMILES	M. tuberculosis HTS	M. tuberculosis	H1N1 NS1A inhibition	PhoP GFP inhibition	VEEV TC-83 Vero	others
O=C(CSc1nc(-c2ccc(F)cc2)cs1)Nc1ccccn1	3%	u	5%	-6%	1.1%
O=CN1CCN(C(=O)c2ccc(-c3nc4ccccc4s3)s2)CC1	2%	9%	1%	3%	1.2%
CCc1ccccc1NC(=S)N=Nc1c(O)n(C)c2ccc(S(=O)(=O)N3CCOCC3)cc12	-11%	-19%	4%	11%	6.3%
CN(C(=O)c1cc2c(s1)-c1ccccc1S(=O)(=O)C2)c1ccccc1F	-10%	20%	0%	12%	5.8%
O=S(=O)(O)c1cccnc1SCc1ccccc1	1%	2%	5%	-3%	i
N#CC1=C(S)N=C(N)C(c2nc(-c3ccccc3)cs2)C12CCCC2 (stereo not drawn)	4%	23%	-3%	-23%	7.4%
CC1(C)CC(NS(=O)(=O)c2ccc(S(N)(=O)=O)cc2)CC(C)(C)N1	2%	-15%	4%	-30%	i
COc1ccc(CN2CN(C(C)C)CSC2=S)cc1	u	54%	6%	16%	3.7%
O=C(CCCN1C(=O)/C(=C/c2ccccc2Cl)SC1=S)NNC(=O)c1ccc(Cl)cc1	-3%	1%	-8%	-6%	3.6%
COc1ccccc1N(CC(=O)NCCSCc1ccccc1Cl)S(C)(=O)=O	4%	-14%	-10%	-4%	i
COc1ccccc1CN1C(=NC(=O)C2CCCCC2)SC2CS(=O)(=O)CC21 (stereo not drawn)	2%	-2%	8%	2%	1.7%
